High-throughput results deposited in PubChem BioAssay by National Center for Advancing Translational Sciences (NCATS).
GAA glycogen = qHTS Assay for Inhibitors and Activators of Human alpha-Glucosidase Cleavage of Glycogen; recombinant GAA, glycogen substrate, Amplex Red glucose oxidase fluorescence; AID 2100, 2009; Potency, µM (series often up to 76.4 µM), inactives show at the highest dose activity change, negative = inhibition, usual class: inhibitors; 300,000 tested, 0.38% active; active = well fitted inhibition curve with a large enough effect;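 note: 0% = full enzyme reaction and -100% = no-enzyme basal signal; the screen sought inhibitors and activators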
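Recombinant human enzyme (4 nM); glycogen substrate; 37 C, 40 min, pH 5.0. Readout: coupled glucose oxidase/Amplex Red fluorescence.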
Active calls of the source: *; [ ] = remark or other dose. Potency is the fitted concentration of half-maximal effect. Not all compounds are listed, so the mix of outcomes need not match the whole.

GAA glycogen,SMILES
-3%[76.3 µM],Cc1ccc2ccc3ccc(C)nc3c2n1
1%[76.3 µM],COc1ccc(NC(=O)CSc2nnc(-c3ccncc3)o2)c([N+](=O)[O-])c1
-17%[76.3 µM],CCCCn1c(N)c(N(CC(C)C)C(=O)CCC2CCCCC2)c(=O)[nH]c1=O
1%[76.3 µM],Cc1ccc(S(=O)(=O)Nc2ccccc2C(=O)N2CCN(C)CC2)cc1
0%,Cc1cccc(C(=O)NCCNC(=O)c2ccccn2)c1
2%[76.3 µM],CC(=O)Nc1ccc(-c2nc3cc(Cl)ccc3o2)cc1
-2%[76.3 µM],CCOc1ccc(CC(=O)N/N=C/c2sccc2C)cc1
0%[76.3 µM],Cc1ccc(C)c(S(=O)(=O)N2CCN(C(=O)c3cccnc3)CC2)c1
1%[76.3 µM],CN(CC(=O)N1CCN(c2ccccc2)CC1)C1CCCc2ccccc21 (centres undefined)
-5%,c1ccc(CCNCC2COc3ccccc3O2)cc1 (centres undefined)
0%,Cc1cc(S(=O)(=O)/N=C(\N)c2ccc(C(N)=O)cc2)cc(C)c1F
1%,O=C(Cn1cnnn1)NCCc1ccc(Cl)cc1Cl
-1%,Nc1cccc(Oc2cnccn2)c1
-1%[76.3 µM],CC(C)c1ccc(NC(=O)CN2CCN(C(=O)C3CCCO3)CC2)cc1 (centres undefined)
3%[76.3 µM],COc1cccc(C(C(=O)NC(C)(C)C)N(C(=O)CCC(=O)Nc2cc(C)on2)c2ccc3c(c2)OCCO3)c1OC (centres undefined)
5%,Cc1ccccc1-c1nnc(CS(=O)(=O)c2ccccc2)o1

Brought forward from above: 2 entries; new compounds follow.
GAA glycogen,SMILES
3%[76.3 µM],COc1cccc(C(C(=O)NC(C)(C)C)N(C(=O)CCC(=O)Nc2cc(C)on2)c2ccc3c(c2)OCCO3)c1OC (centres undefined)
5%,Cc1ccccc1-c1nnc(CS(=O)(=O)c2ccccc2)o1
-10%[76.3 µM],COc1ccc2cc(OCC(=O)NNC(=O)Nc3ccc(OC)c(OC)c3)ccc2c1
8%,Cc1cc(C)cc(CC(CC(=O)Nc2ccc(Cl)cc2)C(=O)O)c1 (centres undefined)
-5%,COc1ccc(NC(=O)CSc2nc(O)cc(=O)n2-c2ccc(OC)cc2)cc1
12%[76.3 µM],CCn1c(C)c(C)c2cc(C(=O)NCCCN3CCCCCC3)ccc21
13%,Cc1nnc(NC(=O)C2CCN(C(=O)c3ccco3)CC2)s1
2%,COc1cc(/C=C/c2ccc3cccc(O)c3n2)cc(Cl)c1OC
-5%,CC(C)(C)NC(=O)CN(C(=O)C(=O)Nc1ccc2c(c1)OCCO2)N1CCOCC1
1%,Cn1c(NCCO)nc2c1c(=O)n(Cc1ccc(F)cc1)c(=O)n2C
4%,O=C(Nc1ccc2ccccc2c1)c1ccccc1O
0%,CC1(C)CC(=O)C=C(Nc2cccc(F)c2)C1
5%,Cc1c(C(=O)O)sc2nc(/C=C/c3cccc(O)c3)[nH]c(=O)c12
4%,COc1cccc(C2c3[nH]c4ccccc4c3C[C@H]3C(=O)N(CCCO)CC(=O)N23)c1OC (some centres undefined)
3%,CN1CCN(CC(=O)c2ccccc2F)CC1
6%,Nc1ncnc2nc(SCC(=O)Nc3ccccc3F)[nH]c12
-2%,S=c1nc2ccccc2c2nc(-c3ccccc3Br)[nH]n12
1%[76.3 µM],CC(C)(CO)CN1CCC(n2nccc2NC(=O)C2CCCC2)CC1
-1%[76.3 µM],CC1CCCCN1CCNC(=O)c1ccc2c(c1)N(Cc1ccccc1)C(=O)c1ccccc1S2(=O)=O (centres undefined)
3%,CC(C)OP(=O)(c1ccc(N(C)C)cc1)C(O)c1ccc(Br)cc1 (centres undefined)
2%,CCCN1CC(=O)N2C(c3cccc(OC)c3OC)c3[nH]c4ccccc4c3C[C@H]2C1=O (some centres undefined)
2%,COc1ccc(OC)c(NC(=O)NCCN2CCN(c3ccccc3)CC2)c1
-2%[76.3 µM],N#C/C(=C\c1cccnc1)C(=O)Nc1ccc(S(N)(=O)=O)cc1
-3%[76.3 µM],Cc1sc2ncn(CC(=O)NCCCC(=O)N3CCN(c4ccccc4F)CC3)c(=O)c2c1C
-7%[76.3 µM],COc1ccc(N2CCN(C(=O)NC(=O)c3ccc(Cl)cc3)CC2)cc1
-5%,O=[N+]([O-])c1cccc(-c2nnc3cccc(Cl)n23)c1
8%,COc1ccc(CCN2CCCn3c2nc2c3c(=O)[nH]c(=O)n2C)cc1OC
5%,CCOC(=O)CNC(=S)N(CCCN1CCN(C)CC1)Cc1cccs1
-2%[76.3 µM],COc1ccc(CCn2c(C)cc(C(=O)COC(=O)c3ccc(NC(=O)CC#N)cc3)c2C)cc1
-12%,CN(C)Cc1c(C(=O)N/N=C/c2ccccc2OCc2c(F)cccc2Cl)nnn1-c1nonc1N
-16%[76.3 µM],CC1(C(=O)N/N=C/c2cc3c(cc2Br)OCO3)CC1(Br)Br (centres undefined)
0%[76.3 µM],COc1ccccc1N(CC(=O)Nc1ccccc1C(=O)N1CCOCC1)S(C)(=O)=O
-2%[76.3 µM],N/C(=N\OC(=O)CCCc1ccccc1)c1ccc(Br)cc1
-1%,COc1ccc(/C(C)=N/N2CCCCC2)c(O)c1

The final five compounds of the part above lead into the next:
GAA glycogen,SMILES
-12%,CN(C)Cc1c(C(=O)N/N=C/c2ccccc2OCc2c(F)cccc2Cl)nnn1-c1nonc1N
-16%[76.3 µM],CC1(C(=O)N/N=C/c2cc3c(cc2Br)OCO3)CC1(Br)Br (centres undefined)
0%[76.3 µM],COc1ccccc1N(CC(=O)Nc1ccccc1C(=O)N1CCOCC1)S(C)(=O)=O
-2%[76.3 µM],N/C(=N\OC(=O)CCCc1ccccc1)c1ccc(Br)cc1
-1%,COc1ccc(/C(C)=N/N2CCCCC2)c(O)c1
-6%[76.3 µM],COc1ccc(C)cc1NC(=O)c1sc2ncnc(N3CCN(c4ccccn4)CC3)c2c1C
7%[76.3 µM],O=C(CN1C(=O)NC2(CCCc3ccccc32)C1=O)NCc1ccc(Cl)cc1Cl (centres undefined)
-4%[76.3 µM],CN(C)CCCN(C(=O)C1=COCCO1)c1nc2ccc(Br)cc2s1
7%,CCN(CC)CCCNC(=O)c1cc(Cl)c(NC(=O)C2=C(C)OCCS2)cc1OC
-3%,CCCCSCCCNC(=O)c1ccc2c(c1)N(CC)C(=O)c1ccccc1S2=O (centres undefined)
-5%,CC1CCCCN1Cc1c(O)ccc2c(=O)c(-c3ccc(Br)cc3)coc12 (centres undefined)
-4%,CCOC(=O)c1cc(NC(=O)N(C(C)C)C2CCCCC2)c(C)nc1C
5%,CC(C)[C@H](NC(=O)c1c(F)cccc1F)C(=O)Nc1cccc(Br)c1
5%,Nc1nonc1C(=O)N/N=C/c1cc2c(cc1[N+](=O)[O-])OCO2
5%,COC(=O)c1sc(NC(=O)CSc2nnnn2C)nc1C
-3%[76.3 µM],CCc1nnc(NC(=O)CN2CCN(Cc3ccccc3Cl)CC2)s1
-2%[76.3 µM],CCOc1ccc(CCNC(=O)CS(=O)(=O)Cc2nc(-c3cccc(OC)c3)oc2C)cc1
-18%[76.3 µM],CCOc1ccccc1CNC(=O)c1ccc(NC(=O)C2=C(C)OCCS2)cc1
-19%,Cc1cc(C(=O)NCCc2ccc(Cl)cc2)c2ccccc2n1
1%[76.3 µM],CN1CCN(NC(=O)c2cc(-c3ccc(Cl)s3)nc3ccccc23)CC1
4%[76.3 µM],Cc1ccc(S(=O)(=O)N2CCN(C(=O)CSc3cc(C)ccc3C)CC2)c(C)c1

6 entries picked at random from the list so far:
GAA glycogen,SMILES
5%,Nc1nonc1C(=O)N/N=C/c1cc2c(cc1[N+](=O)[O-])OCO2
5%,COC(=O)c1sc(NC(=O)CSc2nnnn2C)nc1C
1%[76.3 µM],CN1CCN(NC(=O)c2cc(-c3ccc(Cl)s3)nc3ccccc23)CC1
-2%[76.3 µM],CCOc1ccc(CCNC(=O)CS(=O)(=O)Cc2nc(-c3cccc(OC)c3)oc2C)cc1
-18%[76.3 µM],CCOc1ccccc1CNC(=O)c1ccc(NC(=O)C2=C(C)OCCS2)cc1
-19%,Cc1cc(C(=O)NCCc2ccc(Cl)cc2)c2ccccc2n1

Continued.
GAA glycogen,SMILES
5%[76.3 µM],O=C(CC1S/C(=N/N=C2CCCCCC2)NC1=O)Nc1ccccc1F (centres undefined)
-5%[76.3 µM],CCOCC(=O)Nc1c(C(=O)Nc2ccc3c(c2)OCO3)oc2ccccc12
-7%,O=C(Nc1cccc(NC(=O)c2ccco2)c1)c1ccccc1
-1%[76.3 µM],O=C(c1cccnc1)N1CCN(S(=O)(=O)c2cccs2)CC1
-2%[76.3 µM],O=C(CCNS(=O)(=O)c1ccc(Cl)cc1)N1CCCC1
-2%[76.3 µM],CCOc1cccc(CN2CCC(n3nccc3NC(=O)C3CCCC3)CC2)c1
8%,COC(=O)c1ccccc1S(=O)(=O)N1CCC(NC(=O)c2ccccc2)CC1
0%[76.3 µM],O=C(NCc1ccccc1)c1ccc(NC(=O)c2ccccc2F)cc1
-3%[76.3 µM],O=C(COc1ccc2ccccc2c1Br)N1CCCC1
-7%[76.3 µM],CC(=O)c1ccc(NC(=O)CCCN2C(=O)C(c3ccccc3)Oc3cccnc32)cc1 (centres undefined)
-3%[76.3 µM],CN(C)S(=O)(=O)N1CCC(n2nccc2NC(=O)CCc2ccccc2)CC1
5%,FC(F)(F)c1ccccc1NC(=S)Nc1ccccc1
3%[76.3 µM],COc1ccccc1C(=O)C1CCCN(C(=O)c2ccco2)C1 (centres undefined)
0%[76.3 µM],COCCN1C(=O)N(c2cccc(C)c2)C(=O)C1CC(=O)Nc1ccc(OC)cc1 (centres undefined)
5%[76.3 µM],CCOc1ccc(N(Cc2cc3cc(C)ccc3[nH]c2=O)S(=O)(=O)c2ccccc2)cc1
3%,N#CCN1C(=O)C(=O)N(Cc2cccc(C(F)(F)F)c2)C1=O
1%,COc1ccc(-n2c(SCC(=O)Nc3ccc(C(N)=O)cc3)nc3ccccc3c2=O)cc1OC
0%[76.3 µM],CCc1ccc(C(=O)NC(=S)NCc2cccnc2)cc1
-7%[76.3 µM],Cn1nccc1C(=O)Nc1ccc2c(c1)OCO2
0%[76.3 µM],CCOc1ccc(C2/C(=C(\O)c3ccc4c(c3)OCCO4)C(=O)C(=O)N2CCCN2CCOCC2)cc1 (centres undefined)
1%[76.3 µM],C=CCn1c(SCC(=O)N2CCN(CCO)CC2)nc2sc3c(c2c1=O)CCC3
-4%,Cc1ccc2[nH]c(CNC(=O)C3CCCCC3)cc2c1
2%,O=C(NCCCNC(=O)c1cnccn1)c1ccc(Cl)cc1
-7%,O=C(c1ccc2c(c1)OCO2)N1CCN(c2cccc(C(F)(F)F)c2)CC1

Some of the entries above in a different format:
SMILES	GAA glycogen
Cn1nccc1C(=O)Nc1ccc2c(c1)OCO2	-7%[76.3 µM]
CCOc1ccc(C2/C(=C(\O)c3ccc4c(c3)OCCO4)C(=O)C(=O)N2CCCN2CCOCC2)cc1 (centres undefined)	0%[76.3 µM]
C=CCn1c(SCC(=O)N2CCN(CCO)CC2)nc2sc3c(c2c1=O)CCC3	1%[76.3 µM]
Cc1ccc2[nH]c(CNC(=O)C3CCCCC3)cc2c1	-4%

Later entries.
GAA glycogen,SMILES
-11%,COc1ccccc1N1CCN(C(=O)c2ccc(N(C)S(=O)(=O)c3ccccc3)cc2)CC1
1%[76.3 µM],CCOc1cccc2sc(N(CCCN(C)C)C(=O)c3ccc(S(=O)(=O)N4CCCCCC4)cc3)nc12
4%,COc1ccc(C(=O)NCCCNC(=O)c2cnccn2)cc1
0%,COc1ccccc1N1CCN(CC(O)c2ccccc2)CC1 (centres undefined)
0%,CSc1ncccc1C(=O)Nc1nc(C(C)(C)C)cs1
7%[76.3 µM],Cn1c(CCN2CCCCC2)nc2cc(NC(=O)COc3ccccc3)ccc21
-2%,N#C/C(=C\c1ccccn1)c1ccccn1
-10%[76.3 µM],Cc1c(C(=O)NNC(=O)Nc2ccc([N+](=O)[O-])cc2)oc2ccccc12
2%[76.3 µM],O=C(Nc1ccc2c(c1)OCCO2)c1cc(F)c(F)cc1Cl
8.9µM*,Oc1ccc(N2CCN(Cc3nc4ccccc4[nH]3)CC2)cc1
-1%,COc1ccc(CNC(=O)CNS(=O)(=O)c2cccs2)cc1
4%[76.3 µM],O=C(CSc1c[nH]c2ccccc12)NC1CCCC1
4%,COC(=O)CC1COc2ccccc2N1S(=O)(=O)c1ccc(Br)cc1 (centres undefined)
2%[76.3 µM],CCCCc1cc(=O)oc2cc(C)cc(OCC(=O)N3CCC(C(N)=O)CC3)c12
3%,COc1cc(Br)cc(/C=N/N(CCO)C2=NS(=O)(=O)c3ccccc32)c1OC
-10%,COc1ccc(N(CC(=O)NCc2ccco2)S(=O)(=O)c2ccc(C)cc2)cc1OC
-2%,Cc1ccc(S(=O)(=O)NCC(C)n2cncn2)cc1 (centres undefined)
5%[76.3 µM],Cc1ccc(NS(=O)(=O)c2ccc(-n3cccn3)cc2)c(C)c1
-11%[76.3 µM],CCOC(=O)C1CCN(C(=O)c2cc(S(=O)(=O)N3CCCCC3)ccc2C)CC1
6%,CCOc1ccc(N(CC(=O)NCC2CCCO2)S(=O)(=O)c2ccc(C)cc2)cc1 (centres undefined)
2%[76.3 µM],O=C(Nc1cccc2ccccc12)c1ccc(F)cc1
-3%[76.3 µM],CCOC(=O)CC1C(=O)NCCN1S(=O)(=O)c1ccc(NC(C)=O)cc1 (centres undefined)
-2%[76.3 µM],CCOc1ccccc1N1CCN(C(=O)c2ccccc2SCC(=O)N2CCCC2)CC1
-23%,COc1cccc(Nc2nc(-c3ccccc3O)nc3ccccc23)c1
